Bioassay records (PubChem BioAssay)
MDM2 E3 inh – Mdm2 E3 ligase (human) inhibition | cell-based MDM2 ubiquitination luciferase reporter, 2 h; 0 = plate control, 100 = twice control, blank-subtracted | actives 0.11% (n = 210,000) | AID 1230 | signal enhancement, % at 5 µM;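 active = signal enhancement of 30% or more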;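 note: luminescence tracks abundance of the self-degrading MDM2-luciferase fusion protein; higher signal means inhibition of MDM2 E3 ligase activity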
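System: stable MDM2–luciferase fusion reporter cells / Input: 2000 cells seeded into each well / Schedule: 4 h settle plus 2 h compound, 37 °C / Compound: single-point 5 µM / Buffer or medium: cells held in DMEM / Benchmarks: control and blank well means / Evaluation: percent signal gain over controls, blank-subtracted / Measured by: luciferase luminescence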
Runt-SMMHC FRET – blocks binding of human RUNX1 Runt domain to CBFb-SMMHC. Q01196+Q13951. Cerulean-Runt/Venus-CBFb-SMMHC FRET ratio 530/480, 1 h. inhibition, % at 20 µM. actives 0.74% (n = 220,000);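 active = mean inhibition across duplicate retests at 20 µM reaching about 50%, limit read from the data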;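 note: 0% = DMSO wells and 100% = wells with excess untagged CBFb-SMMHC; inhibitors lower the FRET ratio by blocking Runt binding to CBFb-SMMHC; some results filed as inactive read as strong as hits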
Target sequence (Q01196 whole entry, looked up, the tested form may be a part): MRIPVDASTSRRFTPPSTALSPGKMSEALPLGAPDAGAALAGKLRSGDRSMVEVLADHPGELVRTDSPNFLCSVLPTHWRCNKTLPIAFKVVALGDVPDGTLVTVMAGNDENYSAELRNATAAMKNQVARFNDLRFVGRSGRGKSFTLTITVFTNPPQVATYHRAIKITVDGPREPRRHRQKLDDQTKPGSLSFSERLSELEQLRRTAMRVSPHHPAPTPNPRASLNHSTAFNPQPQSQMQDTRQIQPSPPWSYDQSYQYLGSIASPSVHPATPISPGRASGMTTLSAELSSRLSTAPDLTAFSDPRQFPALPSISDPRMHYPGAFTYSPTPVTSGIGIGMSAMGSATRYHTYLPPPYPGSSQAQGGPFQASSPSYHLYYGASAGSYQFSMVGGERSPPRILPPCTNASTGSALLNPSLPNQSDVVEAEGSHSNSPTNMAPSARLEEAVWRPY
Target sequence (Q13951 whole entry, looked up, the tested form may be a part): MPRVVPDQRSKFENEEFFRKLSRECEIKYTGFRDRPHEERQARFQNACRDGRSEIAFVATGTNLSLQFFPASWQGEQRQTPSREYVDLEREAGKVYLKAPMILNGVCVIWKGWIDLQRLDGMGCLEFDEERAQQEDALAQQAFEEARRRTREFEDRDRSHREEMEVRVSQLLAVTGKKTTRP
TbHK1 inh – blocks Trypanosoma brucei hexokinase 1 activity. recombinant TbHK1, G6PDH-coupled NADH A340. inhibition, % at 10 µM. actives 0.11% (n = 220,000);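 active = inhibition of 50% or more in the single-dose primary screen; inactive = inhibition below 50%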
EBV gp42 block – EBV gp42 inhibition; Q1HVG2; Fluorescence polarization binding assay, mP read-out; inhibition, % (tested at 21.74 µM); actives 0.42% (n = 220,000); in the data active = inhibition above about 50%
NCF1 inh – inhibitors of human p47phox binding | P14598 | p47phox/p22phox peptide binding, fluorescence polarization, 2 h | inhibition, % at 24.7 µM | actives 0.53% (n = 220,000) | AID 1274;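 active = inhibition above about 30%, limit read from the data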;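 note: 0% = p47phox with labelled peptide and 100% = labelled peptide alone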
14-3-3 Bad PPI – disrupts binding of bovine 14-3-3 zeta to phospho-Bad peptide; TR-FRET 14-3-3zeta/Dy647-pBad peptide displacement, 1 h; inhibition, % at 21.7 µM; actives 0.71% (n = 220,000);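 active = inhibition above about 70%, limit read from the data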;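 note: 0% = full 14-3-3 plus peptide FRET controls and 100% = background without 14-3-3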
Target sequence (P63103 whole entry, looked up): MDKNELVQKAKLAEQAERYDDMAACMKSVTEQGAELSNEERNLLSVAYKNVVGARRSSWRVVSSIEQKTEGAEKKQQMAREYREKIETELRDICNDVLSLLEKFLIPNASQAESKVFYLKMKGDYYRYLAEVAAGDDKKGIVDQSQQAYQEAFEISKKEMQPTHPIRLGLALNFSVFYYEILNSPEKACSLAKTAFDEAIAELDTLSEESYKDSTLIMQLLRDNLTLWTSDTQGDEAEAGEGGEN
L929 necroptosis – blocks zVAD induced death of L929 cells | L929 zVAD necroptosis rescue, ATP luminescence, 24 h; with zVAD 60 µM | viability rescue, % at 10 µM | actives 0.38% (n = 220,000) | AID 1377;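 active = activation, scaled between plate controls, above about 75%, limit read from the data; inactive = activation under that limit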;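 note: 0% = zVAD with DMSO and 100% = DMSO alone without zVAD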
Hck-Nef inh – blocks Nef-activated human Hck kinase; P08631; Recombinant Hck-YEEI plus Nef, Z-Lyte FRET kinase assay; inhibition, % at 20 µM; actives 0.68% (n = 220,000); AID 463187;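 active = Hck-Nef kinase inhibition above about 50%, limit read from the data; inactive = inhibition below that limit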;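 note: 0% = DMSO with Hck plus Nef and 100% = Hck alone without Nef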
Runt-CBFb FRET – Runt domain-CBFb interaction inhibition | Cerulean-Runt/Venus-CBFb FRET ratio 530/480, 1 h | actives 0.46% (n = 220,000) | AID 1496 | inhibition, % at 20 µM | Q01196+Q13951;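 active = inhibition over about 50% at 20 µM in the single-dose screen, limit read from the data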;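 note: 0% = DMSO wells and 100% = excess unlabeled CBFb competitor control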
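Buffer or medium: Tris pH 7.5 buffer with BSA. Assay system: Cerulean-labeled Runt domain protein. Amount: each fluorescent fusion protein 100 nM. Read-out basis: loss of energy transfer signal. Incubation: 1 h compound exposure, room temperature. Probe or stimulus: Venus-CBFb binding partner, 100 nM. Detection: FRET, excitation 422 nm, emission at 530 and 480 nm.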
Numbers without * were called inactive; x = not tested or not shown; [ ] = dose if it differs, or a comment.

#1 O=C(Nc1ccc2oc(-c3ccccc3F)nc2c1)c1ccco1
#2 Cc1nn2c(-c3ccc(Cl)cc3)ccnc2c1-c1ccccc1
#3 N#Cc1nc(-c2cccs2)oc1NCCCN1CCOCC1
#4 O=C(CSc1nc2cc(C(F)(F)F)ccc2n1Cc1ccccc1)NC1CCS(=O)(=O)C1 (configuration not stated)
#5 CCOc1cc(/C=N/O)ccc1OCc1ccc(F)cc1
#6 CCn1c(N2CCN(S(=O)(=O)c3ccc(Cl)cc3)CC2)nc2ccccc21
#7 CC1(C)CC(=O)C2=C(C1)OC(N)=C(C#N)C2c1ccccc1 (configuration not stated)
#8 c1ccc(OCCCn2nnc(-c3ccncc3)n2)cc1
#9 CCOC(=O)c1c(C)nc(-c2ccccc2)nc1NC(=O)CC
#10 C(/C=C/C=C/Nc1ccccc1)=Nc1ccccc1

entry no.	1	2	3	4	5	6	7	8	9	10
MDM2 E3 inh	-15	-8	-2	-8	-2	-1	-27	-6	-30	-9
Runt-SMMHC FRET	-2	-7	1	-5	2	2	-1	1	0	1
TbHK1 inh	-3	-13	-22	29	32	-7	3	-4	3	9
EBV gp42 block	7	-14	-4	6	-21	-1	-6	-2	-3	-257
NCF1 inh	7	-12	0	-7	-5	8	-17	-3	-2	-254
14-3-3 Bad PPI	7	2	-18	-12	-33[fluorescence artefact?]	-3	1	-4	-5	-2
L929 necroptosis	5.4	0.4	-1.1	-0.5	2.7	-0.8	-0.2	0.1	-0.5	1.7
Hck-Nef inh	32	13	2	2	6	17	1	1	3	-19
Runt-CBFb FRET	-2	-1	1	-2	-4	1	0	0	0	0

#11 COc1ccc(-c2cc3nc4c(c(=O)n3[nH]2)CCC4)cc1
#12 Nc1nc(NCc2ccco2)nc(N2CCCCC2)c1[N+](=O)[O-]
#13 Cc1cccc(NC(=O)c2ccc([N+](=O)[O-])o2)n1
#14 Cc1ccc(C2=NN(C3=NN=C(N)Cc4ncnn43)C(O)(C(F)(F)F)C2)cc1 (configuration not stated)
#15 COC(=O)c1ccc(C)c(NS(=O)(=O)c2ccc(C)c([N+](=O)[O-])c2)c1
#16 Cc1cccc(C)c1NC(=O)Nc1ccccc1-n1ccnc1
#17 CC(=O)OCC[n+]1c(C)n(-c2ccccc2)c2ccc(Cl)cc21
#18 COc1ccc(-c2noc(CCC(=O)NCC3CCCO3)n2)cc1 (configuration not stated)
#19 Cn1c(SCc2cccc(Cl)c2)nc(C(F)(F)F)cc1=O
#20 NC(=S)NNc1cccc2cccnc12

entry no.	11	12	13	14	15	16	17	18	19	20
MDM2 E3 inh	-12	1	-14	-1	-3	-4	-16	-5	5	3
Runt-SMMHC FRET	2	4	-3	x	4	-3	8	-7	-2	14
TbHK1 inh	1	-11	-24	-9	0	-4	4	-6	2	1
EBV gp42 block	-26	-2	-23	-14	-11	-9	-27	-11	-3	-23
NCF1 inh	-16	0	-6	-4	2	5	-9	-1	-2	14
14-3-3 Bad PPI	-4	-3	9	-24	-4	-1	-18	0	5	-22
L929 necroptosis	0.1	3.5	0.1	-0.1	0.3	0.6	0.2	1.1	0.4	0.8
Hck-Nef inh	0	1	0	20	2	9	22	-17	2	18
Runt-CBFb FRET	4	1	2	x	6	2	-7	2	-3	19

#21 CC(=O)c1cccc(NC(=O)N[C@@H](CC(C)C)C(=O)O)c1
#22 CCN1CCN(/C=N/c2nc(C)cs2)CC1
#23 CCOC(=O)c1sc(=S)n2c1[nH]c(=O)c1ccc(C(=O)OC)cc12
#24 CN1CCN(c2ccc([N+](=O)[O-])cc2NC(=O)c2ccccc2)CC1
#25 N=C1/C(=C/c2cccn2-c2cccc([N+](=O)[O-])c2)C(=O)N=C2SC=CN12
#26 Cc1ccc(-c2nc3sc4c(c3c(=O)n2N)CC(C)(C)OC4)cc1
#27 COc1cc(-c2nc3cccc(C)n3c2NCC2CCCO2)ccc1O (configuration not stated)
#28 Cc1ccc(N=C(c2cccs2)N2CCOCC2)cc1
#29 O=C(NNC(=O)c1ccc(Cl)cc1Cl)c1csc(-c2cccnc2)n1
#30 CCOC(=O)c1c(N)sc(C(=O)Nc2ccccc2)c1C

entry no.	21	22	23	24	25	26	27	28	29	30
MDM2 E3 inh	-8	-25	3	-20	-4	-5	-9	-21	-16	-18
Runt-SMMHC FRET	-1	1	-49	1	-16	-1	-9	0	1	10
TbHK1 inh	9	4	-7	-9	-14	-9	-5	1	7	-13
EBV gp42 block	3	-20	-9	-26	6	-8	27	-4	-8	-16
NCF1 inh	-3	-12	-15	-3	3	-3	-2	-11	-15	4
14-3-3 Bad PPI	2	-5	3[fluorescence artefact?]	77*	29	5	-4	0	-6	-6
L929 necroptosis	-0.2	1.0	-0.4	-0.2	2.9	1.0	-0.6	0.0	0.2	28
Hck-Nef inh	-2	0	2	2	3	2	31	3	31	21
Runt-CBFb FRET	-2	3	4	-4	-11	0	0	0	2	13

#31 CCCNC(=O)c1nnsc1Sc1ccc(Cl)cc1
#32 COC(=O)c1ccc(CSc2nnc(CNC(=O)c3ccc(OC)cc3)o2)o1
#33 Clc1ccc(-c2nc3ncccn3c2Cl)cc1
#34 O=C1CSC(c2ccncc2)N1Cc1ccc(F)cc1 (configuration not stated)
#35 O=C(COC(=O)C1c2ccccc2Oc2ccccc21)Nc1ccc2c(c1)OCO2
#36 COc1ccc(CC(=O)NC(=S)Nc2ccc(S(N)(=O)=O)cc2)cc1
#37 Fc1ccc(Cc2nnc(-c3cccs3)o2)cc1
#38 CC(=O)Nc1cccc(OCc2ccc(S(=O)(=O)Cc3ccccc3)cc2)c1
#39 O=C(COC(=O)Cc1cn2ccsc2n1)NC12CC3CC(CC(C3)C1)C2
#40 Nc1ccccc1C(=O)N=Nc1[nH]c(N)c2ccccc12

entry no.	31	32	33	34	35	36	37	38	39	40
MDM2 E3 inh	-5	-6	-11	-16	-22	2	-2	-13	-10	-20
Runt-SMMHC FRET	2	4	1	-7	0	8	0	-3	4	1
TbHK1 inh	-3	-8	-14	-12	11	0	0	-1	-2	-35
EBV gp42 block	-9	-6	6	-12	-10	13	-1	-12	-2	3
NCF1 inh	-8	-8	-1	-1	-19	-5	-5	0	-10	-7
14-3-3 Bad PPI	-1	7[fluorescence artefact?]	0	0	8	-3	-7	8	-12[fluorescence artefact?]	-15
L929 necroptosis	1.8	-0.1	1.0	-0.7	-0.1	x	1.1	0.2	0.3	0.0
Hck-Nef inh	27	-3	0	7	2	6	-4	-20	1	3
Runt-CBFb FRET	3	-1	1	2	3	0	2	-1	0	2

A second format for part of the listing above.
no.	compound	MDM2 E3 inh	Runt-SMMHC FRET	TbHK1 inh	EBV gp42 block	NCF1 inh	14-3-3 Bad PPI	L929 necroptosis	Hck-Nef inh	Runt-CBFb FRET
36	COc1ccc(CC(=O)NC(=S)Nc2ccc(S(N)(=O)=O)cc2)cc1	2	8	0	13	-5	-3	x	6	0
37	Fc1ccc(Cc2nnc(-c3cccs3)o2)cc1	-2	0	0	-1	-5	-7	1.1	-4	2
38	CC(=O)Nc1cccc(OCc2ccc(S(=O)(=O)Cc3ccccc3)cc2)c1	-13	-3	-1	-12	0	8	0.2	-20	-1
39	O=C(COC(=O)Cc1cn2ccsc2n1)NC12CC3CC(CC(C3)C1)C2	-10	4	-2	-2	-10	-12[fluorescence artefact?]	0.3	1	0
40	Nc1ccccc1C(=O)N=Nc1[nH]c(N)c2ccccc12	-20	1	-35	3	-7	-15	0.0	3	2

Later entries
#41 CN(C)S(=O)(=O)c1ccc(Cl)c(NC(=O)CN2CCNC(=O)C2)c1
#42 O=C(CCC1CCCCC1)NCc1ccncc1
#43 O=C(NC(=S)Nc1ccc(S(=O)(=O)Nc2nccs2)cc1)c1ccc(Br)o1
#44 CCn1nc(C)c(CCC(=O)O)c1C
#45 CC(C)(C)c1cc(S(=O)(=O)CCc2ccccn2)cc(C(C)(C)C)c1F
#46 Cc1ccc(S(=O)(=O)N2CCCCC2C(=O)O)cc1 (configuration not stated)
#47 COc1ccc(/C=N\Nc2ncc(F)c(N3CCOCC3)n2)cc1OC
#48 Cn1ncc2c(NCc3cccc(C(F)(F)F)c3)c(C(=O)O)cnc21
#49 CC1CCN(Cc2ccc(-c3nnn(CC(=O)NC4CCCCC4)n3)cc2)CC1
#50 Cc1nc(SCC(=O)Nc2c(C)n(C)n(-c3ccccc3)c2=O)[nH]c(=O)c1Cc1ccccc1
#51 COc1cnn(-c2ccccc2)c(=O)c1SCc1ccc(Cl)c(Cl)c1
#52 CO/N=C1\CCCc2c(C(=O)NN)sc(SC)c21
#53 CS(=O)(=O)N(CC(=O)NCc1ccco1)c1ccc(Cl)cc1Cl

entry no.	41	42	43	44	45	46	47	48	49	50	51	52	53
MDM2 E3 inh	-3	-22	-5	5	-3	9	-10	-2	4	-1	-12	-13	-4
Runt-SMMHC FRET	-3	2	0	2	-7	x	-2	0	2	0	2	0	0
TbHK1 inh	3	0	-3	-3	-10	4	-60	3	5	-4	-3	-26	2
EBV gp42 block	-12	-23	0	-11	-9	-13	-4	-9	-10	-7	-6	-10	-20
NCF1 inh	0	21	-3	4	-1	8	-7	-10	-7	6	-4	-8	-5
14-3-3 Bad PPI	-6	-1	-18	-6	-5	0	10	-4	-6	-6[fluorescence artefact?]	12	-3	1
L929 necroptosis	0.6	-0.2	4.1	0.3	-0.3	-0.3	29	1.4	8.5	0.0	0.4	0.7	-1.1
Hck-Nef inh	14	-1	19	16	-3	21	23	25	14	2	1	0	-1
Runt-CBFb FRET	0	-1	4	1	-12	x	0	0	-1	0	-3	1	-2
